CHX counter – affects cycloheximide protein synthesis inhibition readout, counter-screen | max response, % | AID 2314 | 300,000 compounds, 12% hits | cell reporter, cycloheximide protein synthesis inhibition counterscreen; in the data active means max response mostly above about 13%, no sharp cut-off; inactive means mostly below about 14%; further: read at 38.3 µM for the half of the compounds with a filed dose; 0% is about no effect
Shiga toxin inh – Shiga toxin inhibition | Vero cells, Shiga toxin protein synthesis inhibition reporter | inhibition, % at 38.7 µM | 290,000 compounds, 9.2% hits | AID 2315; in the data active means inhibition mostly above about 28%, no sharp cut-off; inactive means mostly below about 43%; further: 0% is about no effect
Pf growth 48h – P. falciparum growth inhibition at 48 hours (one generation); P. falciparum luciferase growth in erythrocytes, 48 h; Potency, µM (series often up to 28.7 µM), inactives show at the highest dose activity change, negative = inhibition, actives largely listed as inhibitors; 310,000 compounds, 5.9% hits; further: potency means the concentration at half of the fitted maximal effect; on the % scale 0 is the no-effect control and ±100 the full control effect
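Compounds are pin-transferred into medium, infected erythrocytes (2% hematocrit, 0.1% parasitemia final) are added, and plates sit one parasite generation at 37 C in 5% CO2. Detection reagent is then added and luminescence measured.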
HCV inh – blocks hepatitis C virus; Huh7.5.1 HCVcc-Cre infection, luciferase reporter, 44 h; Potency, µM (series often up to 41.8 µM), without a hit: at the top dose activity change, negative = inhibition, hits mostly inhibitors; 340,000 compounds, 3.4% hits; AID 651820; further: potency means the concentration at half of the fitted maximal effect; on the % scale 0 is the no-effect control and ±100 the full control effect
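After 44 h co-culture of compound, cells and HCVcc-Cre (~0.5 moi), substrate is added for 15 min at room temperature and luciferase measured over 15 sec. Cells were seeded at 1,000/well and pre-cultured 4 h.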
LmPK inhibitor – inhibitors of Leishmania mexicana pyruvate kinase. Q27686. purified LmPK, Kinase-Glo ATP luminescence, 1 h. Potency, µM (highest dose often 57.5 µM), inactives show top-dose activity change, negative = inhibition, usual class: inhibitors. 290,000 compounds, 0.37% hits; further: potency means the concentration at half of the fitted maximal effect; on the % scale 0 is the no-effect control and ±100 the full control effect
Target sequence (Q27686 whole entry, looked up): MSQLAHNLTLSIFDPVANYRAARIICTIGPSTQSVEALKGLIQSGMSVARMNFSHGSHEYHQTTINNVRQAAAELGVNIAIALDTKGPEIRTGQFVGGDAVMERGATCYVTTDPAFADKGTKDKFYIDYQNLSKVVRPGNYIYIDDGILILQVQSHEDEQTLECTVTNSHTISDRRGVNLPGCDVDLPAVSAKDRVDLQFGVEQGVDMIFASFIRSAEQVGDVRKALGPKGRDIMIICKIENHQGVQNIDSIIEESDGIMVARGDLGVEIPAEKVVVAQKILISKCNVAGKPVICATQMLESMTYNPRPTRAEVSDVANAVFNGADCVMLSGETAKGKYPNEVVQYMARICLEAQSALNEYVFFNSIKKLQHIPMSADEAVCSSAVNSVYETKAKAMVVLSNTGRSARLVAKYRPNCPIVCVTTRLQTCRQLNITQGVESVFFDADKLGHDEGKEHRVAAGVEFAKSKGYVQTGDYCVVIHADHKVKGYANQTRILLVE
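Kinase-Glo luminescence read after 1 h RT reaction of 0.1 nM LmPK with 0.5 mM PEP and 0.1 mM ADP. Activity scaled between uninhibited and enzyme-free controls.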
Pf growth 96h – P. falciparum growth inhibition at 96 hour, primary screen for plastid delayed-death inhibitors; P. falciparum luciferase reporter growth, 96 h; Potency, µM (doses to about 28.7 µM), for inactives: top-dose activity change, negative = inhibition, actives largely listed as inhibitors; 320,000 compounds, 6.9% hits; AID 504834; further: potency means the concentration at half of the fitted maximal effect; on the % scale 0 is the no-effect control and ±100 the full control effect
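P. falciparum expressing integrated firefly luciferase, in erythrocytes at 2% hematocrit, 0.05% parasitemia, incubated with compounds 96 h at 37 C, 5% CO2. Growth inhibition read as loss of luminescence; two-generation exposure targets delayed-death apicoplast inhibitors.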
Tb PYK inh – T. brucei pyruvate kinase inhibition; TbPYK enzyme, Kinase-Glo Plus ATP luminescence, 45 min; Potency, µM (titrated, usually from 76.8 µM), without a hit: at the top dose activity, negative = inhibition, actives largely listed as inhibitors; AID 624173; 410,000 compounds, 0.12% hits; further: potency means the concentration at half of the fitted maximal effect; on the % scale 0 is the no-effect control and ±100 the full control effect; nearly all actives have a fitted effect of over 50% in size
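Luminescent Kinase-Glo Plus end-point after 45 min room-temperature reaction of T. brucei pyruvate kinase started with 130 uM ADP (final). Buffer TEA 50 mM pH 7.2 with KCl, MgCl2, BSA, Tween-20; titration-based qHTS with fitted concentration-effect curves.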
* marks the source's active call; other numbers are inactive results; ? = inconclusive; . = no result given; [ ] = another dose, or the depositor's remark. Unless noted, the call rests on the fitted dose curve; in most records, active means well fitted curve in the direction sought with a large enough effect; inconclusive means small, poorly fitted or top-dose-only effect, or another doubt; inactive means no such curve, though single readings can be large; an effect the other way counts as inactive or inconclusive.

SMILES	CHX counter	Shiga toxin inh	Pf growth 48h	HCV inh	LmPK inhibitor	Pf growth 96h	Tb PYK inh
CN(C)S(=O)(=O)c1ccc(Cl)c(NC(=O)CN2CCNC(=O)C2)c1	12	-11	1%	-3%	6%	-57%	1%
O=C(CCC1CCCCC1)NCc1ccncc1	-3	-1	4%	13%	-1%	.	4%
O=C(NC(=S)Nc1ccc(S(=O)(=O)Nc2nccs2)cc1)c1ccc(Br)o1	-12	-4	12%	14%	-6%	?	1%
O=C(Nc1ccccc1[N+](=O)[O-])c1cccc(N2C(=O)CCC2=O)c1	4	49	6%	-1%	3%	?	-9%
O=C(O)c1c(C(=O)O)c(-c2ccc(Cl)c(Cl)c2)n2c1CSC2	-4	-9	-17%	10%	10%	7%	-7%
Fc1ccc(Cc2nnc(-c3cccs3)o2)cc1	33*	43*	47%[activator]	-1%	0%	?	-4%
CC(=O)Nc1cccc(OCc2ccc(S(=O)(=O)Cc3ccccc3)cc2)c1	40*	64*	-20%	?	-4%	?	3%
O=C(COC(=O)Cc1cn2ccsc2n1)NC12CC3CC(CC(C3)C1)C2	-6	-5	-26%	9%	1%	?	-4%
Nc1ccccc1C(=O)N=Nc1[nH]c(N)c2ccccc12	44*	16*	105%[activator]	5%	-21%	?	0%
N#Cc1c(-c2ccc(Cl)cc2)c(C#N)c(=O)n(N)c1N	6	-2	3%	-19%	2%	?	-5%

Four compounds already listed, arranged by length of the SMILES, ascending:
SMILES	CHX counter	Shiga toxin inh	Pf growth 48h	HCV inh	LmPK inhibitor	Pf growth 96h	Tb PYK inh
Fc1ccc(Cc2nnc(-c3cccs3)o2)cc1	33*	43*	47%[activator]	-1%	0%	?	-4%
Nc1ccccc1C(=O)N=Nc1[nH]c(N)c2ccccc12	44*	16*	105%[activator]	5%	-21%	?	0%
N#Cc1c(-c2ccc(Cl)cc2)c(C#N)c(=O)n(N)c1N	6	-2	3%	-19%	2%	?	-5%
O=C(Nc1ccccc1[N+](=O)[O-])c1cccc(N2C(=O)CCC2=O)c1	4	49	6%	-1%	3%	?	-9%

Reprinted at random: 3 records from the list.
SMILES	CHX counter	Shiga toxin inh	Pf growth 48h	HCV inh	LmPK inhibitor	Pf growth 96h	Tb PYK inh
O=C(O)c1c(C(=O)O)c(-c2ccc(Cl)c(Cl)c2)n2c1CSC2	-4	-9	-17%	10%	10%	7%	-7%
O=C(COC(=O)Cc1cn2ccsc2n1)NC12CC3CC(CC(C3)C1)C2	-6	-5	-26%	9%	1%	?	-4%
O=C(CCC1CCCCC1)NCc1ccncc1	-3	-1	4%	13%	-1%	.	4%

Next section:
SMILES	CHX counter	Shiga toxin inh	Pf growth 48h	HCV inh	LmPK inhibitor	Pf growth 96h	Tb PYK inh
CCn1nc(C)c(CCC(=O)O)c1C	-2	-23	13%	4%	-10%	?	-11%
CC(C)(C)c1cc(S(=O)(=O)CCc2ccccn2)cc(C(C)(C)C)c1F	-1	-11	.	-22%	9%	-71%	-12%
CC(=O)c1ccc(OCc2cc(C(=O)N3CC[C@@H]4CCCC[C@H]4C3)no2)cc1	75*	104*	0%	-26%	-1%	17%	5%
CC(C)(C)c1ccc(C(=O)NCc2nnc(SCC(=O)NCc3ccco3)o2)cc1	7	19	?	-3%	-4%	-9%	-10%
Cc1ccccc1OCC(O)Cn1c(N2CCCCC2)nc2c1c(=O)[nH]c(=O)n2C (stereo unspecified)	12	-5	-6%	4%	-1%	14%	0%
Cc1ccc(S(=O)(=O)N2CCCCC2C(=O)O)cc1 (stereo unspecified)	-4	-3	13%	18%	-8%	-10%	1%
COc1ccc(/C=N\Nc2ncc(F)c(N3CCOCC3)n2)cc1OC	39*	73*	?	6%	8%	?	-1%
Cn1ncc2c(NCc3cccc(C(F)(F)F)c3)c(C(=O)O)cnc21	-6	15	12%	.	3%	23%	.
CC1CCN(Cc2ccc(-c3nnn(CC(=O)NC4CCCCC4)n3)cc2)CC1	-2	-6	-8%	16%	-1%	46%[activator]	0%
Cc1nc(SCC(=O)Nc2c(C)n(C)n(-c3ccccc3)c2=O)[nH]c(=O)c1Cc1ccccc1	6	1	-12%	6%	-4%	?	-5%
COc1cnn(-c2ccccc2)c(=O)c1SCc1ccc(Cl)c(Cl)c1	-2	-25	?	-1%	6%	?	-14%
CO/N=C1\CCCc2c(C(=O)NN)sc(SC)c21	-1	-5	-11%	11%	-2%	5%	1%
CS(=O)(=O)N(CC(=O)NCc1ccco1)c1ccc(Cl)cc1Cl	-2	-4	7%	-19%	0%	8%	3%
N=C1/C(=C/c2cccn2-c2cccc([N+](=O)[O-])c2)C(=O)N=C2SC=CN12	-2	-5	0%	2%	-1%	71%[activator]	.
Cc1ccc(C(C)(C)C)cc1S(=O)(=O)Nc1cccc(C(=O)N2CCN(c3ccccn3)CC2)c1	.	.	-35%	?	.	?	7%
CCc1ccc(Nc2nc(C)cc(C)n2)cc1	53*	52*	93%[activator]	?	-1%	109%[activator]	1%
O=Cc1ccc2ccc3cccnc3c2n1	12	34	-18%	?	5%	?	35%[activator]
Cc1ccc(-c2nc3sc4c(c3c(=O)n2N)CC(C)(C)OC4)cc1	12	15	9%	-12%	-7%	.	-18%
COc1cc(-c2nc3cccc(C)n3c2NCC2CCCO2)ccc1O (stereo unspecified)	11	2	?	3%	-7%	?	4%
Cc1ccc(N=C(c2cccs2)N2CCOCC2)cc1	15*	59*	43%[activator]	1%	-2%	.	-19%

Full records as entered above. Screens in order: CHX counter, Shiga toxin inh, Pf growth 48h, HCV inh, LmPK inhibitor, Pf growth 96h, Tb PYK inh
Shown for CS(=O)(=O)N(CC(=O)NCc1ccco1)c1ccc(Cl)cc1Cl : -2, -4, 7%, -19%, 0%, 8%, 3%
Shown for O=Cc1ccc2ccc3cccnc3c2n1 : 12, 34, -18%, ?, 5%, ?, 35%[activator]

Part of the list above, with values under each structure.
Every second line gives: CHX counter, Shiga toxin inh, Pf growth 48h, HCV inh, LmPK inhibitor, Pf growth 96h, Tb PYK inh
> COc1ccc(/C=N\Nc2ncc(F)c(N3CCOCC3)n2)cc1OC
  39*, 73*, ?, 6%, 8%, ?, -1%
> Cn1ncc2c(NCc3cccc(C(F)(F)F)c3)c(C(=O)O)cnc21
  -6, 15, 12%, ., 3%, 23%, .
> CC1CCN(Cc2ccc(-c3nnn(CC(=O)NC4CCCCC4)n3)cc2)CC1
  -2, -6, -8%, 16%, -1%, 46%[activator], 0%

The list goes on:
SMILES	CHX counter	Shiga toxin inh	Pf growth 48h	HCV inh	LmPK inhibitor	Pf growth 96h	Tb PYK inh
CC1=NN(c2ccccc2)C(=O)/C1=C/c1c(O)[nH]c(=O)[nH]c1=O	13	6	-9%	-22%	0%	14%	-15%
O=C(NNC(=O)c1ccc(Cl)cc1Cl)c1csc(-c2cccnc2)n1	19*	22	49%[activator]	-3%	4%	8%	1%
CC(=O)c1cccc(NC(=O)N[C@@H](CC(C)C)C(=O)O)c1	-4	2	17%	14%	1%	?	-4%
CCN1CCN(/C=N/c2nc(C)cs2)CC1	33*	76*	99%[activator]	13%	-1%	-13%	-4%
CCOc1ccc(C2NC(=O)CCC2[N+](=O)[O-])cc1 (stereo unspecified)	-2	.	16%	-9%	2%	1%	3%
CCOC(=O)c1sc(=S)n2c1[nH]c(=O)c1ccc(C(=O)OC)cc12	1	-1	-1%	-10%	3%	.	-18%
CCc1ccc(Nc2n[n+](-c3ccccc3)c(-c3cccc(Cl)c3Cl)s2)cc1	.	.	4.1µM*	10µM*	.	3.7µM*	1%
CN1CCN(c2ccc([N+](=O)[O-])cc2NC(=O)c2ccccc2)CC1	-2	-11	?	?	-5%	?	2%
COc1ccc(CC(=O)NC(=S)Nc2ccc(S(N)(=O)=O)cc2)cc1	2	-9	-1%	-1%	1%	-3%	4%
CC1CCC(C(=O)NC(C(=O)N2CCC3(CC2)OCCO3)C(C)C)CC1 (stereo unspecified)	-3	-2	7%	12%	1%	?	-3%
CC(=O)c1cccc(NC(=O)CCn2c(=S)oc3ccccc32)c1	-1	-6	18%	?	0%	16%	-3%
CCOC(=O)c1c(N)sc(C(=O)Nc2ccccc2)c1C	26*	73*	79%[activator]	11µM*	?	7%	-24%
CCCNC(=O)c1nnsc1Sc1ccc(Cl)cc1	23*	87*	23%	9%	1%	-6%	-2%
COC(=O)c1ccc(CSc2nnc(CNC(=O)c3ccc(OC)cc3)o2)o1	-2	-20	6%	1%	2%	?	3%
Clc1ccc(-c2nc3ncccn3c2Cl)cc1	31	51	.	-12%	0%	37%[activator]	1%
O=C1CSC(c2ccncc2)N1Cc1ccc(F)cc1 (stereo unspecified)	8	-10	?	17%	1%	?	1%
O=C(COC(=O)C1c2ccccc2Oc2ccccc21)Nc1ccc2c(c1)OCO2	3	21	-9%	?	2%	.	-3%
CCn1c(N2CCN(S(=O)(=O)c3ccc(Cl)cc3)CC2)nc2ccccc21	-2	-14	?	?	-2%	0%	0%
CC1(C)CC(=O)C2=C(C1)OC(N)=C(C#N)C2c1ccccc1 (stereo unspecified)	-6	-18	-6%	15%	0%	?	4%
c1ccc(OCCCn2nnc(-c3ccncc3)n2)cc1	1	5	?	8%	7%	?	-4%
N#CC(c1ccc(Cl)cc1)c1c(Cl)cc(-n2ncc(=O)[nH]c2=O)cc1Cl (stereo unspecified)	.	.	?	.	.	-6%	2%
Cc1c(C)n2c(SCC(=O)N3CCN(c4ccccc4)CC3)nnc2[nH]c1=O	.	.	3.3µM*	46%[activator]	.	?	-2%
CN(Cc1cccc(F)c1)C(=O)c1ccccc1Sc1ccccc1C#N	9	18	?	?	2%	?	-5%
Cc1ccc(NC(=O)CN2C(=O)NC3(CCCC3)C2=O)c(Cl)c1	-2	-11	-3%	1%	1%	34%[activator]	-1%
CCOC(=O)C1(CC2CC2)CCN(Cc2cc(Cl)c(O)c(OC)c2)CC1	3	3	?	-15%	2%	0.37µM*	-2%
O=C(Nc1ccc2oc(-c3ccccc3F)nc2c1)c1ccco1	47*	85*	104%[activator]	?	-2%	?	3%
Cc1nn2c(-c3ccc(Cl)cc3)ccnc2c1-c1ccccc1	-1	2	.	9%	3%	46%[activator]	5%
N#Cc1nc(-c2cccs2)oc1NCCCN1CCOCC1	0	-2	?	16%	0%	?	6%
O=C(CSc1nc2cc(C(F)(F)F)ccc2n1Cc1ccccc1)NC1CCS(=O)(=O)C1 (stereo unspecified)	-3	-2	?	1%	3%	12µM*	-12%
CCOc1cc(/C=N/O)ccc1OCc1ccc(F)cc1	10	65*	26%	7.1µM*	2%	3.7µM*	-24%

An unsorted share of the library. Share with any hit: about 24%.
